# Assay outcomes: PubChem, several laboratories
# S1P4 ag = agonists of human S1P4 receptor; 220,000 tested, 0.35% active; O95977; AID 1509; activation, % at 4.98 µM; S1P4-expressing cell line, agonist reporter assay; in the data active = activation above about 11%;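 also: 0% = DMSO vehicle and 100% = reference agonist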
# TRPML3 ag = activates the human TRPML3 channel. HEK293 TRPML3-YFP, Fluo-8 calcium fluorescence; 100% = the carbachol control signal. 220,000 tested, 0.29% active. Q8TDD5. activation, % at 3 µM;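 active = activation above its plate's cutoff, the mean activation of the plate's test wells plus 3 SD, cut at about 12% in these data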;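 also: 0% = DMSO only wells and 100% = carbachol wells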
#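 system = HEK293 cells stably carrying human TRPML3-YFP | doses = one concentration, 3 µM nominal, 0.3% DMSO | timing = dye loading 1 h 37 °C then 30 min ambient, 125 s read | detection = Fluo-8 calcium dye fluorescence, ex 470-495, em 515-575 nm | benchmarks = high control carbachol 87 µM, low control DMSO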
# BaF3 tox = parental Ba/F3 viability inhibition as JAK2V617F counter-screen; CellTiter-Glo ATP luminescence; inhibition, % at 5.6 µM; 220,000 tested, 1.1% active;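 active = inhibition above a per-campaign cutoff, the mean inhibition of all tested compounds plus 3 SD, cut at about 27% in these data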;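 also: 0% = DMSO wells and 100% = JAK Inhibitor I control wells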
# Ba/F3 V617F tox = reduce viability of Ba/F3 cells dependent on JAK2V617F; Ba/F3 EpoR-JAK2V617F viability, ATP luminescence; inhibition, % at 5.6 µM; 220,000 tested, 1.1% active; AID 1446;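 active = inhibition above the campaign mean plus 3 SD over all tested compounds, cut at about 24% in these data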;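 also: cytokine-independent growth of Ba/F3 cells driven by EpoR plus mutant JAK2; 0% = DMSO-treated cells and 100% = JAK inhibitor I control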
# PERK inh = blocks human PERK kinase; Q9NZJ5; CHO PERK-DD fusion, SEAP luminescence translation reporter; inhibition, % at 5.6 µM; 220,000 tested, 0.17% active;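 active = inhibition above the mean inhibition of all tested compounds plus 3 SD, set separately per screening campaign, cut at about 2.9% in these data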;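 also: PERK kinase domain activated by AP20187 dimerizer at 100 nM; 0% = DMSO with dimerizer and 100% = rapamycin at 8.4 µM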
# Target sequence (Q9NZJ5 whole entry, looked up, the tested form may be a part): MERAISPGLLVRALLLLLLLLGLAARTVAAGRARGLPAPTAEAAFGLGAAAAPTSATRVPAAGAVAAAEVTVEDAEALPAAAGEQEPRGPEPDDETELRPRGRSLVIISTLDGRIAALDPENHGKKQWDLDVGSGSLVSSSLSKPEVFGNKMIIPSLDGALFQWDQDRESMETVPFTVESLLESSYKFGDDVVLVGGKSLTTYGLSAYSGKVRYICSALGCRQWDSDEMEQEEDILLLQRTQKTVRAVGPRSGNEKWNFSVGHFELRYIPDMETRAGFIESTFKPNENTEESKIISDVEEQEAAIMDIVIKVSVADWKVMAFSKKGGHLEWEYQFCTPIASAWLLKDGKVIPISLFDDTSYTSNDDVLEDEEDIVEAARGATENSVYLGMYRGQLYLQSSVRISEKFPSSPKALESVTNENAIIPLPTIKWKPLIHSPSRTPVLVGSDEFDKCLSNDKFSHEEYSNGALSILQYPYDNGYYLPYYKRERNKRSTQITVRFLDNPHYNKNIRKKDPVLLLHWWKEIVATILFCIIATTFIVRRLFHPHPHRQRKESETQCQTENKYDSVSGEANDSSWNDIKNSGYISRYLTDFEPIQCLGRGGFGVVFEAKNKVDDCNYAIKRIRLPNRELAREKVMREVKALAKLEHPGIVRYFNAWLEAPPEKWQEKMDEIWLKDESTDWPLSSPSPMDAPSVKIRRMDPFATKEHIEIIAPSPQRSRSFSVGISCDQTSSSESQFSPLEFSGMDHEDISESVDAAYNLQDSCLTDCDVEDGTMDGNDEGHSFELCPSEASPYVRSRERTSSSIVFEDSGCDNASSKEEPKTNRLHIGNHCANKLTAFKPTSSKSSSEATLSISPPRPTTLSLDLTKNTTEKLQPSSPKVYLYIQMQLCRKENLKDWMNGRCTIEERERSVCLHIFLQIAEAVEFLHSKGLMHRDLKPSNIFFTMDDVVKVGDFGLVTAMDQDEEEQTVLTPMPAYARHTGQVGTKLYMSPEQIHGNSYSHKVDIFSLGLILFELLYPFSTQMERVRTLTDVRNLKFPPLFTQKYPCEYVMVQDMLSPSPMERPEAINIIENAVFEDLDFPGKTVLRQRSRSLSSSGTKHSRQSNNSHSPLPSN
# zfTRPN1 agonist = activates the zebrafish TRPN1 channel | HEK293 zebrafish TRPN1-YFP, Fluo-8 calcium fluorescence; 100% = response to 87 µM carbachol | activation, % at 3 µM | 220,000 tested, 0.18% active;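 active = activation above its plate's cutoff, the mean activation of test wells on that plate plus 3 SD, cut at about 19% in these data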;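 also: 0% = DMSO alone and 100% = 87 µM carbachol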
#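 Material: zebrafish TRPN1-YFP in HEK293 cells. Doses: one dose of 3 µM, 0.3% DMSO. Incubation: dye 1 h 37 °C plus 30 min RT. Measured by: intracellular calcium fluorescence with Fluo-8.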
# m-calpain inh = blocks pig calpain II enzyme activity | purified calpain II, fluorogenic peptide substrate, 30 min | AID 1236 | 220,000 tested, 0.37% active | inhibition, % at 16 µM;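 active = inhibition above about 50%, limit read from the data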
# S1P4 antagonist = blocks the human S1P4 receptor. O95977. 220,000 tested, 0.26% active. inhibition, % at 4.98 µM. S1P4-expressing cells, antagonist mode, reporter read-out; in the data active = inhibition above about 29%;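 also: 0% = wells stimulated with agonist and 100% = vehicle wells without agonist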
# EP2 mod = modulates human prostaglandin E2 receptor EP2 signaling; AID 940; EP2-expressing cells, cAMP HTRF FRET, PGE2 co-stimulation; induction, % at 25 µM; 260,000 tested, 0.83% active;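 active = compounds whose cAMP rise, as percent of the full-agonist control response, exceeds 60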;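 also: rat C6 glioma line stably carrying human EP2 under a CMV promoter; the protocol text gives 20 µM as final concentration; 100% = response of wells given 1 µM PGE2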
# * = called active by the depositor; i = inactive; & = joins results of further samples.
[1] COCCN1Cc2cccc(C(=O)Nc3cc(OC)ccc3OC)c2C1=O
[2] O=C(N/N=C/c1ccc(O)cc1)c1cccc(N/N=C/c2ccc(O)cc2)c1
[3] COc1cc(OC)c(C2C3=C(CCCC3=O)Nc3nc4ccccc4n32)cc1OC (stereo not given)
[4] O=C(NCCN1CCN(c2ccccc2)CC1)C1CCN(S(=O)(=O)c2cccs2)CC1
[5] CCSc1nnc(NC(=O)Cc2cccc(OC)c2)s1
[6] N#Cc1ccccc1S(=O)(=O)N1CCN(CC(O)c2ccccc2)CC1 (stereo not given)
compound no.,1,2,3,4,5,6
S1P4 ag,-0.3,-1.7,1.3,0.9,-1.5,2.6
EP2 mod,-9,-38,-16,19,-1,-23
BaF3 tox,0,0,3,2,1,9
zfTRPN1 agonist,0.1,2.6,-1.0,4.1,-2.9,1.1
Ba/F3 V617F tox,-3,-2,-1,-3,-6,2
PERK inh,0.1,2.4,-1.1,-0.9,-0.5,0.2
TRPML3 ag,-0.2,-0.6,1.0,1.2,-1.0,0.9
m-calpain inh,-24,0,-71,10,48,-13
S1P4 antagonist,-4,10,-15,-15,-4,-6

[7] CCOc1ccccc1C1C(C(N)=O)=C(C)Nc2nc(-c3ccccc3Cl)nn21 (stereo not given)
[8] COc1ccc(-c2cc(C(=O)N3CCN(c4ccccc4OC)CC3)no2)cc1OC
[9] O=C(CSc1nc2ccccc2[nH]1)Nc1ccccc1F
[10] O=C(CCN1C(=O)c2ccccc2S1(=O)=O)Nc1cccc2ccccc12
[11] Cc1c(N=C2N=C(NC(=O)c3ccc(F)cc3)c3ccccc32)c(=O)n(-c2ccccc2)n1C
[12] C=CCOc1c(OC)cc(/C=N/Nc2cccc(C(=O)O)c2)c(Br)c1Br
compound no.,7,8,9,10,11,12
S1P4 ag,0.7,-0.2,-0.9,0.0,0.9,-4.6
EP2 mod,40,-49,7,-43,-15,30
BaF3 tox,1,5,5,8,3,10
zfTRPN1 agonist,-1.0,0.2,-1.0,-0.9,0.5,0.8
Ba/F3 V617F tox,0,0,-1,2,2,10
PERK inh,0.6,-0.4,-0.2,-0.3,0.2,0.8
TRPML3 ag,-1.0,0.0,1.1,-0.1,1.1,-0.2
m-calpain inh,-1,17,22,-25,-93,18
S1P4 antagonist,11,-11,-2,-8,-5,-10

[13] Cc1cccc(C)c1NC(=O)CCS(=O)(=O)c1cccc2nsnc12
[14] Cc1ccc(C(=O)Nc2ccc(N3CCN(S(C)(=O)=O)CC3)cc2)cc1
[15] Cc1ccc(C(=O)NCC(=O)NCC(=O)OCC(=O)c2ccc([N+](=O)[O-])cc2)cc1
[16] C/C(=N\Nc1nc(C(=O)O)cs1)c1ccccc1
[17] NC(=O)c1ccc(Nc2ccc([N+](=O)[O-])cc2[N+](=O)[O-])cc1
[18] CCCCCCN1Cc2ccccc2C1
compound no.,13,14,15,16,17,18
S1P4 ag,3.2,-2.1,-0.7,-1.6,-0.7,-0.5
EP2 mod,-16,27&0,35,-5,0,23
BaF3 tox,10,4,4,-1,0,3
zfTRPN1 agonist,0.5,0.6,0.6,-1.2,1.0,0.5
Ba/F3 V617F tox,1,0,-1,-3,0,3
PERK inh,-0.1,0.9,2.4,1.7,0.5,-1.4
TRPML3 ag,1.3,0.9,1.1,0.8,0.7,0.9
m-calpain inh,-1,0,12,24,10,-6
S1P4 antagonist,-2,-12,3,21,-2,-1

[19] CCOc1ccccc1C(=O)N1CCC(n2nnc3cc(C(F)(F)F)ccc32)CC1
[20] O=C(Cn1ncc2c(=O)oc3ccccc3c21)N1CCc2ccccc2C1
[21] Cc1cc(/C=C2/NC(=O)NC2=O)c(C)n1-c1ccncc1
[22] CC(=O)NC1Sc2ccccc2N=C1c1ccccc1 (stereo not given)
[23] O=C(COC(=O)c1ccccc1O)Nc1cccc(S(=O)(=O)NC2=NCCCCC2)c1
[24] CC1(C)CC(=O)C(CC2=C(N)CC(C)(C)CC2=O)=C(N)C1
compound no.,19,20,21,22,23,24
S1P4 ag,1.1,1.5,1.2,0.2,-1.1,0.4
EP2 mod,11,1,0,-14,-13,-11
BaF3 tox,3,5,4,6,-2,-5
zfTRPN1 agonist,3.0,1.8,0.6,1.0,-0.5,-0.5
Ba/F3 V617F tox,-2,4,0,5,1,-3
PERK inh,-0.7,-0.5,0.8,1.0,-0.5,0.5
TRPML3 ag,0.7,0.0,1.8,0.1,0.2,0.3
m-calpain inh,10,12,-35,-56,9,-15
S1P4 antagonist,-25,-9,-7,-6,-13,1

[25] CCOC(=O)c1ccccc1NC(=O)Cc1sc(-c2cccnc2)nc1-c1ccc(C)cc1
[26] COc1ccc(C(=O)C2CCCN(Cc3cccn3-c3ccccn3)C2)c(OC)c1 (stereo not given)
[27] Cc1nc2cc(NC(=O)N3CCC(c4ccccc4)C3)ccc2n1C (stereo not given)
[28] COCCn1c(SCc2cccnc2)nnc1-c1c[nH]c2ccccc12
[29] O=C(CN1CCN(c2ccccn2)CC1)NC1CCCCC1
[30] Cc1noc(C)c1S(=O)(=O)N1CCCCC1
compound no.,25,26,27,28,29,30
S1P4 ag,0.0,-0.1,2.5,1.3,-0.8,2.3
EP2 mod,36,-69,9,4,-6,23
BaF3 tox,6,7,6,8,3,1
zfTRPN1 agonist,-0.9,1.1,0.2,2.0,1.3,-0.5
Ba/F3 V617F tox,-2,6,-1,-4,0,-4
PERK inh,0.1,-0.2,-0.6,1.2,0.1,0.4
TRPML3 ag,-0.2,1.6,1.2,0.3,0.3,0.8
m-calpain inh,-31,1,11,7,16,-20
S1P4 antagonist,-13,-7,-13,-11,-3,-16

[31] O=C(Nc1cccnc1)c1cccnc1
[32] CCN(Cc1ccccc1)C(=O)Cn1cc2c(n1)CCCC2
[33] Cc1cccc(C)c1NC(=O)CNC(=O)c1c(C)nn(C)c1Cl
[34] Cc1ccc(-c2cc(C(=O)Nc3c(C)n(C)n(-c4ccccc4)c3=O)[nH]n2)c(O)c1
[35] Cc1ccc(-n2c(=S)[nH]c3c(oc4ccccc43)c2=O)cc1C
[36] Cc1c(Cl)cccc1NC(=S)NCCC(C)C
compound no.,31,32,33,34,35,36
S1P4 ag,-0.2,0.3,0.7,0.4,0.0,1.4
EP2 mod,23,11,23,4,74*,-9
BaF3 tox,8,6,3,1,2,5
zfTRPN1 agonist,1.2,0.9,1.1,1.0,0.0,-0.3
Ba/F3 V617F tox,-2,-2,-1,3,-3,1
PERK inh,1.0,1.2,1.2,-0.2,0.9,-0.2
TRPML3 ag,0.9,-0.4,0.0,0.4,0.2,0.1
m-calpain inh,-2,10,-8,5,-2,-6
S1P4 antagonist,-1,-4,-16,-2,-8,-7

[37] CS(=O)(=O)Oc1ccc(Br)c2cccnc12
[38] COc1ccc2cnn(-c3ccccc3C)c(=O)c2c1OC
[39] O=C(Nc1ccccc1C(=O)Nc1nnc(C(F)(F)F)s1)c1ccccc1
[40] Fc1c(CSC(=S)N2CCOCC2)cccc1CSC(=S)N1CCOCC1
[41] CC(C)Cn1c(N)c(C(=O)NCCN2CCOCC2)c2nc3ccccc3nc21
[42] CCCCC(=O)Nc1sc2c(c1C#N)CC(C)(C)OC2
compound no.,37,38,39,40,41,42
S1P4 ag,0.0,0.7,1.8,0.6,0.3,0.7
EP2 mod,-13,14,-35,8,13,-18
BaF3 tox,1,4,0,0,8,3
zfTRPN1 agonist,-0.2,1.2,6.3,0.6,0.1,1.4
Ba/F3 V617F tox,-5,-3,0,-2,1,0
PERK inh,-0.5,0.7,1.5,1.5,-1.0,-0.2
TRPML3 ag,0.3,1.3,3.8,1.2,0.4,1.3
m-calpain inh,-12,5,33,1,i,-8
S1P4 antagonist,23,-19,-6,-18,4,-22

[43] CC(=O)Nc1ccc(S(=O)(=O)NCCc2ccc(F)cc2)cc1
[44] Cc1cccc(NCc2cc(Cl)cc(Cl)c2O)n1
[45] CSC1=NCCN1C(=O)Cc1ccc(Cl)cc1
[46] CCC(C)(C)n1nnnc1C(c1cccs1)N1CCCCC1 (stereo not given)
[47] COCC(C)n1c(C)cc(C(=O)Cn2nc(C(=O)O)c3ccccc3c2=O)c1C (stereo not given)
[48] CCN(Cc1ccccc1)C(=O)COC(=O)c1n[nH]c2ccccc12
compound no.,43,44,45,46,47,48
S1P4 ag,-1.3,0.2,2.0,0.2,1.3,1.5
EP2 mod,-19,54,8,41,-5,-21
BaF3 tox,2,7,3,6,9,3
zfTRPN1 agonist,0.5,-1.8,1.2,-2.0,1.4,0.3
Ba/F3 V617F tox,-4,4,0,-1,3,0
PERK inh,1.0,-0.3,0.8,0.4,-0.1,-0.2
TRPML3 ag,1.1,-0.5,0.3,0.2,-0.2,0.7
m-calpain inh,9,2,29,-10,-3,-30
S1P4 antagonist,-7,-3,-23,8,-1,0

[49] CCNC(=O)COC(=O)CCNC(=O)c1ccc(Cl)cc1
[50] Cc1ccc(C2CC(=O)c3cnc(NC(=O)c4ccco4)nc3C2)cc1 (stereo not given)
[51] COc1ccc(-c2cc(C(F)(F)F)nc(N3CCCCC3)n2)cc1OC
[52] CCC(=O)NC1(C(F)(F)F)C(=O)Nc2c1c(=O)[nH]c(=O)n2CC(C)C (stereo not given)
[53] Cc1[nH][nH]c(=O)c1/C=N/N1CCOCC1
[54] O=C(COC(=O)C1CCN(/C=C/C(=O)C(F)(F)F)CC1)Nc1ccccc1
compound no.,49,50,51,52,53,54
S1P4 ag,-1.6,2.2,0.0,0.7,1.7,0.8
EP2 mod,-7,5,55,-2,29,17
BaF3 tox,1,0,2,-3,-1,4
zfTRPN1 agonist,-0.1,-0.8,0.6,1.5,1.1,1.0
Ba/F3 V617F tox,-5,0,2,-4,-3,4
PERK inh,2.0,-0.6,-0.4,0.2,0.5,0.9
TRPML3 ag,0.9,0.9,0.3,1.2,0.9,0.8
m-calpain inh,-2,17,-20,-4,2,23
S1P4 antagonist,3,-17,-5,-5,-13,-8

[55] NS(=O)(=O)c1ccc(NC(=O)COC(=O)CCC2CCCC2)cc1
[56] Cc1ccc(NC(=O)CC2CS(=O)(=O)CC2CC(=O)Nc2ccc(C)c(C)c2)cc1C (stereo not given)
[57] C/C(=N\NC(=O)CCc1ccccc1)C1C(=O)c2ccccc2C1=O
[58] Cc1cc(C(=O)NCCc2ccccc2)c2cc(F)ccc2n1
[59] COc1cccc(-c2cc(C(=O)N3CCN(c4ncccn4)CC3)c3ccccc3n2)c1
[60] COc1cccc(N2CCN(C3CCCC(C)C3)CC2)c1 (stereo not given)
[61] COc1cccc(CN(C)CC(=O)Nc2cccc3ccccc23)c1
[62] CCOC(=O)Cc1csc(NC(=O)c2sc3nc4ccc(C)cc4cc3c2N)n1
compound no.,55,56,57,58,59,60,61,62
S1P4 ag,0.1,-1.2,-1.2,-1.8,-1.1,-1.3,2.2,-2.4
EP2 mod,15,10,-22,0,12,3,-24,-22
BaF3 tox,5,6,11,4,9,5,3,5
zfTRPN1 agonist,0.6,-1.0,0.9,-0.4,0.4,0.0,-3.2,1.1
Ba/F3 V617F tox,-1,-3,0,2,1,-1,-2,0
PERK inh,0.9,1.6,0.1,0.3,-0.7,0.4,0.8,1.1
TRPML3 ag,0.7,0.1,-0.1,0.1,-0.2,-0.2,-1.2,0.5
m-calpain inh,-6,-19,8,-12,-48,-15,30,-129
S1P4 antagonist,-4,-18,3,-11,-7,1,-2,2
